Compound activity from PubChem.
NOD2 inhibition = inhibition of NOD2-driven NF-kB reporter – cell-based, luminescence, uHTS, HEK293 (AID 1566); HEK293 NOD2/NF-kB luciferase reporter, luminescence; higher % means a stronger effect; one-dose inhibition, % at 4 µM; EC50 in µM for titrated hits; 0.63% of 290,000 active; also: many of its hits are not listed in these tables
Myeloid diff MLP = promotes myeloid progenitor differentiation; 1% of 360,000 active; ER-HoxA9 myeloid progenitors, lysozyme-GFP differentiation, flow cytometry; AID 624256; calls only at 10 µM;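 active = normalized GFP-positive differentiation at or above the plate's own cutoff, the solvent-only control mean plus 3 SD; inconclusive = no clear call, values can overlap the other calls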;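 also: cells exposed to compound for four days before flow analysis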
HIV fusion peptide = cell-free HIV fusion peptide-binding blockers – biochemical, uHTS, fluorescence dequenching, primary screen (AID 1986); cell-free peptide binding, fluorescence dequenching, 30 min; higher % means a stronger effect; one-dose inhibition, % at 20 µM; IC50 in µM for titrated hits; 0.3% of 290,000 active; in the data active = inhibition mostly above about 52%, no sharp cut-off; inactive = mostly below about 76%; also: some results filed as inactive read as strong as hits
GPR55 LPI antagonism = GPR55 antagonists blocking LPI-driven arrestin recruitment, primary screen, imaging, U2OS, beta-arrestin-GFP, LPI agonist (AID 2013). U2OS GPR55 beta-arrestin-GFP translocation imaging, LPI antagonism; higher % means a stronger effect. inhibition, % at 10 µM; hits with a dose series show IC50 in µM. 0.13% of 290,000 active;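 active = spots per cell inhibited over 60%, with over 100 cells counted and total cytoplasm intensity under 500,000; inconclusive = wells with under 100 cells, flagged as likely toxic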;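 also: U2OS cells stably carrying GPR55 and arrestin-GFP stimulated by 5 µM LPI near EC80; imaged beta-arrestin-GFP aggregate spots per cell after agonist stimulation; plate controls were LPI-stimulated DMSO wells for no effect and DMSO wells without LPI for full effect; some results filed as inactive read as strong as hits; confirmed hits need IC50 under 10 µM and bright autofluorescent wells are also inconclusive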
KOR beta-arrestin-1 = KOR agonists, beta-arrestin recruitment, primary screen, cell-based, luminescence, uHTS (AID 1777); KOR beta-arrestin recruitment, luminescence; higher % means a stronger effect; one-dose activation, % at 10 µM; EC50 in µM for titrated hits; 0.02% of 280,000 active; in the data active = activation above about 50%, passing the limit was not always enough; also: a part of the inactive calls stands beside numbers as strong as those of hits
KOR beta-arrestin-2 = kappa opioid receptor blockers – cell-based, luminescence, uHTS (AID 1778); KOR beta-arrestin recruitment, luminescence, antagonist mode; higher % means a stronger effect; inhibition, % at 10 µM; hits with a dose series show IC50 in µM; 0.091% of 290,000 active; also: strong numbers were not always called active
GPR55 activation = selective activators of receptor GPR55 – imaging, U2OS cells, beta-arrestin-GFP redistribution, primary screen (AID 1961) | U2OS GPR55 beta-arrestin-GFP redistribution imaging; higher % means a stronger effect | one-dose activation, % at 10 µM; EC50 in µM for titrated hits | 0.048% of 290,000 active;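 active = activation above 40% with more than 50 cells counted in the well; inconclusive = wells holding fewer than 50 cells, flagged as toxic or sparse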;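 also: U2OS osteosarcoma cells stably expressing GPR55 and beta-arrestin-GFP; plate controls were DMSO negative control for no effect and LPI positive control for full effect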
NOD1 inhibition = inhibition of NOD1-driven NF-kB reporter – cell-based, luminescence, uHTS, primary screen (AID 1578); 1% of 290,000 active; NOD1-driven NF-kB luciferase reporter cells, luminescence; higher % means a stronger effect; inhibition, % at 4 µM; hits with a dose series show EC50 in µM; in the data active = inhibition mostly above about 36%, no sharp cut-off; inactive = mostly below about 34%;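 also: HEK-293T reporter cells stimulated with the NOD1 agonist gamma-tri-DAP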
GPR35 arrestin U2OS = GPR35 antagonists blocking zaprinast-driven arrestin recruitment, primary screen, imaging, U2OS, beta-arrestin-GFP, zaprinast agonist (AID 2058) | U2OS GPR35 beta-arrestin-GFP translocation imaging, zaprinast antagonism; higher % means a stronger effect | one-dose inhibition, % at 10 µM; IC50 in µM for titrated hits | 0.052% of 290,000 active;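 active = inhibition of at least 50% with at least 30 cells and total cytoplasm GFP at most 10,000,000; inconclusive = under 30 cells or total GFP of 10,000,000 plus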
Myeloid diff MLP GFP+ MAC1+ % = second read-out of Myeloid diff MLP, no call of its own (marks repeat the call); GFP+ MAC1+ double positive, %; measured here: differentiation confirmed by MAC1 staining
An asterisk follows results filed as active; i = inactive; u = inconclusive; x = no result given; + = active, no number; & = joins results of further samples; ! = not confirmed by another sample; [ ] = remark or other dose. Rule as the data show it, unless noted: active = inhibition above about 50%; inactive = the rest. Some of the compounds tested; rates above refer to the full screens.

Start of the data: the first 2 entries as a preview:
SMILES | NOD2 inhibition | Myeloid diff MLP | Myeloid diff MLP GFP+ MAC1+ % | HIV fusion peptide | GPR55 LPI antagonism | KOR beta-arrestin-1 | KOR beta-arrestin-2 | GPR55 activation | NOD1 inhibition | GPR35 arrestin U2OS
CCCNC(=O)c1ccc(N2CCC3(CC2)CC(c2ccccc2)=NO3)c(NC(=O)c2ccccc2)c1 | 6.5% | + | 1.6* | 8.6% | 5.0% | 3.3% | -54.2%[20 µM] | 0.2% | 21.3% | -12.6%
CCN(CC)C(=O)Oc1ccc2cc(Br)ccc2c1 | -21.5% | i | 1.0 | 3.9% | -4.2% | -1.5% | 23.5% | 0.4% | -38.2% | 10.0%

This part in full, from the first entry:
SMILES | NOD2 inhibition | Myeloid diff MLP | Myeloid diff MLP GFP+ MAC1+ % | HIV fusion peptide | GPR55 LPI antagonism | KOR beta-arrestin-1 | KOR beta-arrestin-2 | GPR55 activation | NOD1 inhibition | GPR35 arrestin U2OS
CCCNC(=O)c1ccc(N2CCC3(CC2)CC(c2ccccc2)=NO3)c(NC(=O)c2ccccc2)c1 | 6.5% | + | 1.6* | 8.6% | 5.0% | 3.3% | -54.2%[20 µM] | 0.2% | 21.3% | -12.6%
CCN(CC)C(=O)Oc1ccc2cc(Br)ccc2c1 | -21.5% | i | 1.0 | 3.9% | -4.2% | -1.5% | 23.5% | 0.4% | -38.2% | 10.0%
NCC(O)COc1ccc2c(c1)OCO2 (stereo unspecified) | 3.3% | u | x | -2.3% | 3.3% | -1.1% | -43.5% | -0.1% | -12.4% | 22.0%
CC(C)Cc1nc2ccc(N)cc2[nH]1 | 12.5% | i | 0.3 | 0.4% | 3.1% | -1.1% | 4.2% | -0.2% | -31.6% | 14.9%
CCN(CCn1cccn1)Cc1cn[nH]c1-c1ccc(OC)cc1F | 14.8% | i | 0.7 | -0.2% | 8.7% | 2.1% | -5.0% | -0.3% | 7.8% | 2.4%
Cc1nn(C)c(C(=O)NNC(=S)NCc2ccccc2)c1Cl | 14.6% | i | 0.8 | 0.5% | -11.7% | -4.8% | 14.4% | 0.0% | -28.9% | 10.1%
COc1ccc(-n2c(SCC(=O)N3CCOCC3)nnc2C(C)N2CCCCC2)cc1 (stereo unspecified) | -1.9% | x | x | -2.0% | 6.5% | -2.3% | -7.9% | 0.9% | -11.2% | -8.5%
CSc1nc2nc(-c3ccccc3)cc(=O)n2[nH]1 | 2.0% | i | 1.0 | 2.0% | 12.1% | -1.8% | 14.0% | 0.2% | -21.0% | -8.7%
O=C(CNC(=O)c1ccco1)NCC(=O)OCc1ccc(F)cc1 | -5.4% | i | 1.2 | 0.2% | -5.2% | -0.2% | -19.1% | -0.1% | -31.9% | 11.0%
CN(C(=O)COc1ccc2c(-c3ccccc3)cc(=O)oc2c1)C1CCS(=O)(=O)C1 (stereo unspecified) | 9.3% | i | 2.5 | 0.2% | 12.9% | 4.5% | -16.9% | -0.1% | -36.6% | 19.5%
CCCNC(=O)c1c(NC(=O)C2COc3ccccc3O2)sc2c1CCCC2 (stereo unspecified) | 12.3% | i | 1.4 | 0.4% | -6.6% | 2.1% | -7.2% | -0.4% | -15.8% | 3.1%
Cc1ccc(C)c(S(=O)(=O)Nc2ccc(C(N)=O)cc2)c1 | -3.2% | i | 0.4 | 0.4% | -3.4% | -6.9% | -19.0%[20 µM] | -0.1% | -21.6% | 12.4%
CCn1cc(C(=O)NCCCOC)c(=O)c2cc(S(=O)(=O)N(C)C)ccc21 | 12.6% | i | 2.9 | 0.8% | -9.2% | -2.0% | 2.3% | -0.1% | -14.7% | -12.7%
O/N=C1/CCc2nonc2/C1=N/O | 18.4% | i | 0.8 | -2.2% | 9.4% | -2.9% | -17.1% | -0.2% | -4.7% | -2.9%
COc1ccccc1C(=O)NC1CCCc2ccccc21 (stereo unspecified) | 7.9% | u | x | -2.0% | -9.9% | 2.2% | -1.5% | -0.2% | -3.3% | 6.6%
COC(=O)c1c(C)[nH]c(C(=O)CC#N)c1C | -7.7% | + | 0.8* | 8.4% | -4.7% | 4.7% | -5.8% | 0.2% | -17.9% | 11.4%
C#CCO[C@@H]1C[C@H](n2cnc3c(NC(=O)c4ccccc4)ncnc32)O[C@@H]1CO | -7.7% | i | 1.3 | 0.7% | 0.8% | -3.0% | 7.7% | -0.1% | 5.9% | 12.4%
COc1ccc(N(C)C(=O)c2cc3c(s2)-c2ccccc2S(=O)(=O)C3)cc1 | 9.4% | i | 0.4 | -2.8% | 1.1% | x | 0.6% | 0.0% | -6.2% | 11.4%
COc1ccc(CCNc2ncnc3[nH]ncc23)cc1OC | 20.0% | i | 0.8 | -1.6% | -13.8% | -6.7% | -6.2% | -0.2% | 14.5% | 2.2%
Cc1cccc(OCc2nnc(SCn3nnc4ccccc4c3=O)o2)c1 | 2.2% | i | 1.6 | -2.0% | 1.1% | -7.5% | 39.8% | 0.1% | 6.6% | 1.1%
CCOc1ccc(/C=N/NC(=O)Cc2cccs2)cc1 | -31.7% | i | 0.0 | -0.8% | 5.4% | -2.7% | 16.2% | 0.5% | -6.1% | 7.8%
COC(=O)C(CC(=O)c1ccc(C)cc1)n1cccn1 (stereo unspecified) | 0.9% | i | 0.4 | 0.4% | 5.9% | -1.6% | -29.8%[20 µM] | -0.2% | 7.1% | 9.2%
COc1ccc(CN(C(=O)c2ccco2)C2CCS(=O)(=O)C2)cc1 (stereo unspecified) | 12.8% | i | 0.2 | 0.6% | 47.7% | -0.4% | 11.1% | 0.3% | -9.8% | 4.7%
c1nnc(-c2ccc3c(c2)OCO3)o1 | 17.2% | i | 0.6 | 2.0% | -8.4% | -3.0% | 4.9% | -0.4% | -26.0% | 11.1%
Nc1ccc(N2CCN(c3ccc(F)cc3)CC2)cc1 | -51.3% | + | 1.0* | -1.9% | -3.6% | 1.0% | -17.0%[20 µM] | -0.1% | -33.2% | 6.9%
SMILES | NOD2 inhibition | Myeloid diff MLP | Myeloid diff MLP GFP+ MAC1+ % | HIV fusion peptide | GPR55 LPI antagonism | KOR beta-arrestin-1 | KOR beta-arrestin-2 | GPR55 activation | NOD1 inhibition | GPR35 arrestin U2OS
COc1ccc(S(=O)(=O)NCC2CCCN(C(=O)c3cccnc3)C2)cc1 (stereo unspecified) | -1.3% | i | 0.0 | 1.1% | -12.2% | 4.9% | -7.7% | 0.1% | -36.5% | -12.6%
Cc1cc(C)c(NC(=O)CSc2nnc(-c3ccco3)n2N)c(C)c1 | 0.3% | i | 1.1 | 0.3% | 11.9% | -3.5% | 9.0% | -0.1% | -12.1% | 4.0%
O=C(NCCN1CCOCC1)/C(=C/c1ccc(Cl)cc1)NC(=O)c1ccccc1 | -1.7% | i | 0.7 | 5.5% | 11.4% | -3.1% | 13.5% | -0.2% | -6.9% | -8.3%
Cc1nnc2sc(-c3cccc(NC(=O)c4cccnc4)c3)nn12 | 1.5% | i | 9.2 | -1.5% | 6.2% | 0.9% | 34.3% | 0.4% | -23.1% | -0.9%
CC(C)(C)C(=O)CC1(O)C(=O)N(Cc2ccccc2)c2ccccc21 (stereo unspecified) | 4.2% | i | 0.4 | -1.0% | 12.0% | 0.4% | -7.5% | -0.1% | 10.8% | 1.7%
O=c1c2ccccc2nc(-c2ccccc2Cl)n1O | 0.2% | i | 0.5 | -0.9% | 15.7% | -4.1% | 5.4% | 0.3% | -38.3% | 3.6%
CCCCc1c(O)nc2n(c1=O)CCS2 | -5.2% | i | 1.1 | -0.2% | -3.3% | 3.0% | -36.0% | 0.2% | -21.0% | -4.8%
Cc1ccc(-c2cc(C(=O)NCCCN3CCOCC3)no2)cc1 | 3.3% | i | 8.1 | -0.7% | -7.5% | -3.5% | 22.7% | -0.1% | -12.2% | -15.4%
COC(=O)c1ccc2c(=O)n(CCCN3CCOCC3)c(=S)[nH]c2c1 | 1.1% | i | 0.9 | -1.4% | 18.4% | -2.9% | 10.3% | 4.7% | x | -3.0%
N#CCC(CNc1ncc(C(F)(F)F)cc1Cl)OC(=O)c1cccc(C(F)(F)F)c1 (stereo unspecified) | 4.9% | i | 1.4 | -0.7% | 4.5% | -3.2% | 15.0% | -0.3% | -13.8% | -9.7%
Cc1cccc(NC(=S)NNC(=O)c2cccc([N+](=O)[O-])c2)c1 | -4.4% | i | 0.6 | 4.8% | 3.2% | 0.9% | 4.4% | 0.3% | 3.4% | 0.4%
O=C(Cc1ccccc1)Nc1nnc(SCC(=O)NC2CCCC2)s1 | 7.0% | i | 0.8 | -0.3% | -8.3% | -0.2% | -3.7% | -0.5% | -28.2% | 0.8%
Cn1c(=O)c2c(nc(CN3CCC(C(N)=O)CC3)n2Cc2c(F)cccc2Cl)n(C)c1=O | -5.6% | i | 0.9 | 1.2% | 4.1% | 17.6% | 13.2% | -0.2% | -7.8% | 21.0%
C#CCOCCOCCOCCNc1nc(N2CCN(C(=O)[C@H](CCC(=O)O)n3cc(C(N)Cc4ccc(O)cc4)nn3)CC2)nc(N2CCN(C(=O)[C@H](CCCCN)n3cc(C(N)[C@H](C)CC)nn3)CC2)n1 (stereo partly specified) | -5.7% | x | x | -0.5% | 3.4% | 6.3% | 8.3% | 0.3% | 7.1% | -6.0%
CCOC(=O)c1ccc(NC(=O)CSc2nnc(Cc3cccs3)n2C)cc1 | 11.5% | i | 0.2 | -1.8% | 0.3% | -1.3% | 11.0% | -0.2% | -30.8% | 5.2%
CCOC(=O)C1=C(C)NC(C)=C(C(=O)OC)C1c1cccc([N+](=O)[O-])c1 (stereo unspecified) | 13.7%&4.0% | i | 4.7 | 0.9%&-1.1% | 1.47µM*! | 0.4%&-4.7% | 18.1%&7.9% | -0.1%&-0.5% | 2.2%&-4.3% | 26.2%&-7.1%
CC(C)[C@H](NC(=O)N1c2ccccc2NC(=O)[C@@H]1C(C)C)C(=O)N[C@@H](C(=O)O)c1ccccc1 | 23.4% | i | 2.4 | 8.0% | 11.4% | 0.6% | 4.5%[20 µM] | 0.2% | 0.0% | -12.2%
CCOC(=O)N1CCC(N2Cc3cccc(C(=O)Nc4ccccc4OC)c3C2=O)CC1 | 15.0% | i | 8.6 | -0.5% | 12.3% | 3.5% | 6.4% | -0.1% | -14.0% | 9.6%
Cc1cc(OCc2n[nH]c(=S)n2-c2ccccc2)ccc1Cl | 13.1% | i | 1.2 | 0.8% | 4.1% | 5.6% | -6.0% | -0.1% | -14.4% | -0.5%
CCOC(=O)Cn1ncc2c(=O)oc3ccccc3c21 | 9.9% | i | 0.3 | 0.5% | 10.6% | -1.1% | -0.8% | -0.2% | -3.3% | 13.4%
COc1cc(/C=C/C(=O)O)cc(S(=O)(=O)Nc2ccccc2SC)c1OC | -4.3% | i | 0.8 | 5.2% | 2.1% | 6.4% | -15.5% | -0.3% | -26.6% | 8.0%
